EP2 modulator: modulators of human EP2 prostaglandin E2 receptor. induction, % at 25 µM. EP2-expressing cells, cAMP HTRF FRET, PGE2 co-stimulation. hit rate 0.83% among 260,000;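 active = compounds whose cAMP rise, as percent of the full-agonist control response, exceeds 60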;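 also: rat C6 glioma line stably carrying human EP2 under a CMV promoter; the protocol text gives 20 µM as final concentration; 100% = response of wells given 1 µM PGE2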
Target sequence (P43116 whole entry, looked up): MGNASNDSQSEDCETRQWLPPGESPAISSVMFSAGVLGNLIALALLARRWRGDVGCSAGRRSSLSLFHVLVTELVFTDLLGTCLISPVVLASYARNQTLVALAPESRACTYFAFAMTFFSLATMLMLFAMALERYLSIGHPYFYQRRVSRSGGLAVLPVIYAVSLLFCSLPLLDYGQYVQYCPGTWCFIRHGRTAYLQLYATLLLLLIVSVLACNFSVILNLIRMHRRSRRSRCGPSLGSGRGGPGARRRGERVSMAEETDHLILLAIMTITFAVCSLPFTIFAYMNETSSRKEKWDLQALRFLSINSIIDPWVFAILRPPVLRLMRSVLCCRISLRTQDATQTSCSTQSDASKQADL
PGE2 EP2 inh: inhibitors of human EP2 prostaglandin E2 receptor. P43116. C6 glioma cells expressing human EP2, cAMP TR-FRET; cells stimulated with saturating PGE2. inhibition, % at 25 µM. hit rate 0.52% among 260,000;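 active = percent inhibition above 40 after rounding to a whole number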;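 also: rat C6 glioma host cells with rolipram phosphodiesterase inhibitor present; the protocol text gives 20 µM as final concentration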
Numbers without * were called inactive; & = joins results of further samples. The list is partial, so the mix of outcomes need not match the whole.

Each structure is followed by: EP2 modulator	PGE2 EP2 inh
CCN1CCN(C(=S)NCCCOC)CC1
→ 7	13
COc1ccc2c3c([nH]c2c1)[C@H]1C[C@@H]2[C@H](C[C@@H](O)[C@H](OC)[C@H]2C(=O)O)CN1CC3
→ 12	51*
CC(=O)NO
→ -11	16&15
Cc1cccc(CCNC(=O)C2CCN(c3nc4ccccc4n3C)CC2)c1
→ -39	7
Cc1cc([N+](=O)[O-])c(C)c(Br)c1C
→ 52	15
CCOc1ccc2cc3c(N)c(C(=O)N4CCCC(C)C4)sc3nc2c1 (stereo unspecified)
→ 0	23
CC(=O)Nc1ccc(OC(=O)c2ccccc2O)cc1
→ 14	10
O=C(CSc1nnc(-c2cccs2)n1Cc1ccco1)N1CCCC1
→ -33	8
O=C(Cn1ncc2cccn2c1=O)OCC(F)(F)F
→ -16	7
CCn1c(SCC(=O)Nc2nc(C)c(C)s2)nnc1-c1ccncc1
→ -46	4
Cc1ccc(OCC2COS(=O)O2)cc1 (stereo unspecified)
→ -8	10
CCOc1ccc(OCC)c(NC(=O)c2cnccn2)c1
→ 24	15
CC1(C)CC(N(Cc2cccnc2)Cc2cccc3cccnc23)CC(C)(C)N1
→ -31	2
CN1CCN(CC(=O)Nc2ccc(S(=O)(=O)N(C)C)cc2)CC1
→ 0	20
COc1ccc(CNC(=O)Cn2nc(-c3ccco3)cc(N)c2=O)cc1
→ -21	3
COc1ccc(NC(=S)N(CCO)Cc2cc3cc(OC)c(OC)cc3[nH]c2=O)cc1
→ -19	7
COc1ccc(CN(Cc2cccnc2)C2CC(C)(C)NC(C)(C)C2)c(OC)c1
→ -34	7
CCc1nnc(NC(=O)CSc2nnc(C(C)C)n2CCOC)s1
→ 17	9
Cn1ccnc1C(NC(=O)Cc1ccc(F)cc1)c1ccc(F)c(F)c1 (stereo unspecified)
→ -47	8
Cc1ccc(C(c2nnnn2C(C)(C)C)N2CCOCC2)cc1 (stereo unspecified)
→ -4	4
COc1ccc(CN2CCC(O)(c3ccc(C)cc3)CC2)cc1CO
→ -19	3
COc1ccc(OC)c(C2NC(=S)NC(C)=C2C(=O)OCc2ccccc2)c1 (stereo unspecified)
→ 14	7
O=C(OC(C(=O)NC1CCCC1)c1ccccc1)c1cccs1 (stereo unspecified)
→ -13	3
O=C(Nc1ccc2c(c1)oc1ccccc12)C1CCC1
→ -36	13
COCCCN1C(=O)C(O)=C(C(=O)c2ccc(C)o2)C1c1ccc(C(C)C)cc1 (stereo unspecified)
→ 42	21
CCCC(=O)N(CCC)c1nnc(-c2ccccc2C)s1
→ -8	29
Cc1cc2n(n1)C(c1ccc(O)c(O)c1)Nc1ccccc1-2 (stereo unspecified)
→ -34	6
CCN1CCN(c2ccc(NC(=O)c3ccc(OC)cc3)cc2Cl)CC1
→ -49	12
CC(C)NC(=O)CSc1nc(-c2cccs2)cc(C(F)(F)F)c1C#N
→ 3	10
COc1ccc(OC)c(NS(=O)(=O)c2ccc3c(c2)oc(=O)n3C)c1
→ 1	11

Each structure is followed by: EP2 modulator	PGE2 EP2 inh
COc1cccc(C2Nc3ccc(C)cc3-c3cc(C)nn32)c1O (stereo unspecified)
→ -109	11
CC(C)C(=O)Nc1ccc(C(=O)Nc2nnc(C3CCCCC3)s2)cc1
→ -36	10
CCC(C)(C)n1nnnc1C(c1cc2ccc(C)cc2[nH]c1=O)N1CCN(C2CCCCC2)CC1 (stereo unspecified)
→ -33	18
CCC(C)OC(=O)C(C)n1cnc2sc3c(c2c1=O)CCC(C)C3 (stereo unspecified)
→ 30	9
O=c1n(CN2CCOCC2)c2cccnc2n1Cc1ccco1
→ -5	6
Cc1nc2sc3c(c2c2nnc(SCC(=O)NC(C)(C)C)n12)CCCC3
→ -27	7
O=C(NC(=S)N1CCCC1)c1cccs1
→ 9	20
CCSc1nnc2c3c4c(sc3nc(CC)n12)CCCC4
→ 23	13
CC1CCC(NC(=O)CN2CCC(n3cnc4cccnc43)CC2)CC1 (stereo unspecified)
→ -6	9
CCOCCCn1c(SCC(=O)Nc2ccc(OC)cc2)nc2ccccc2c1=O
→ 4	9
CSc1nc(Nc2ccccc2)c2ccccc2n1
→ -38	11
CCn1cc(CC(=O)NCc2noc(-c3ccc(C)cc3)n2)c2ccccc21
→ -63	6
CCC(OC(=O)c1cccs1)C(=O)NCc1ccc(F)cc1 (stereo unspecified)
→ -21	6
CNc1ncc(CN2CCC(CCc3ccccc3)CC2)cn1
→ -45	10
CCN(CC)CCCNC(=S)N(CCO)Cc1cc2cccc(C)c2[nH]c1=O
→ -9	10
CCC(CC)C(=O)Nc1nc2c(s1)C(=O)CC(C)(C)C2
→ 8	9
C/C(N[O-])=C(\C)[N+]([O-])=[Co].CC(=N\[O-])/C(C)=N/[O-].[CH2-]CCN1CCOCC1.c1ccncc1
→ -18	42*
N[C@@H](CSC1(c2ccc(Cl)cc2)c2ccccc2-c2ccccc21)C(=O)O
→ 5	44*
CC1CCCN(c2nc3c(c(=O)[nH]2)CCN(Cc2cc4c5c(c2O)CCCN5CCC4)C3)C1 (stereo unspecified)
→ -97	24
COC(=O)COc1ccc(S(=O)(=O)N2CCC(C(N)=O)CC2)cc1C
→ -1	10
COc1ccc(NC(=O)c2sc3nc4ccc(OC)cc4cc3c2N)cc1
→ -5	10
N#Cc1c(NC(=O)c2ccc3ccccc3c2)sc2c1CCCC2
→ -111	11
CCOCCCNc1nc2c(c(=O)n(C)c(=O)n2C)n1Cc1ccccc1Cl
→ 32	8
COc1ccccc1C(=O)N1CCN(C(C)C)CC1
→ -10	16
Cc1cnc(C(=O)Nc2ccc(S(=O)(=O)N3CCCCCC3)cc2)cn1
→ 26	16
CCOC(=O)C1=C(c2ccccc2)NC(=S)NC1c1cc(OC)c(OC)c(OC)c1 (stereo unspecified)
→ 27	22
CCOc1ccc(NC(=O)c2sc(NC(=O)c3cccc(F)c3)c(C(=O)OC)c2C)cc1
→ -12	9
COc1cccc(CN2CCC(O)(c3ccccc3)C2)c1OC1CCCC1 (stereo unspecified)
→ -70	6
N#Cc1c(-c2ccc3c(c2)OCO3)cc(-c2ccccc2)nc1N
→ 66*	15
CCOC(=O)N1CC=C2C(C#N)=C(N)C(C#N)(C#N)C(C)C2C1 (stereo unspecified)
→ -19	8

Each structure is followed by: EP2 modulator	PGE2 EP2 inh
CC(=O)Oc1ccc2c(c1OC(C)=O)OCC1(O)Cc3c(cc(OC(C)=O)c(OC(C)=O)c3OC(C)=O)C21 (stereo unspecified)
→ 15	11
c1ccc(CSc2nnc3c(n2)[nH]c2ccccc23)nc1
→ -66	8
CC(C)[C@H](N=Cc1ccccc1O)C(=O)O
→ 7	9
CCc1cc2ccc(C)cc2nc1SCC(=O)N1CCCCC1
→ 23	11
CCCn1nnc(NC(=O)COc2ccc(C)c(C)c2)n1
→ -52	3
COc1cc(NC(=O)CSc2nc3cc(C)c(C)cc3cc2C)cc(OC)c1
→ 60	16
COc1cccc(N(C(=O)c2sc(C)nc2C)C(C(=O)NCC2CCCO2)c2ccccc2)c1 (stereo unspecified)
→ -18	14
Cc1ccc(C(=O)N(CCO)Cc2cc3cc4c(cc3[nH]c2=O)OCCO4)cc1
→ 9	11
CCCn1c(N(C)Cc2ccccc2)nc2c1c(=O)n(C)c(=O)n2C
→ -41	7
COc1cc2c(cc1OC)C1(O)C(=O)c3ccc(O)c(C(=O)O)c3OC1CO2 (stereo unspecified)
→ 7	7
COc1ccc(S(=O)(=O)NCc2ccc3c(c2)OCO3)c(Cl)c1Cl
→ -1	6
Cc1cc(=O)oc2cc(OCC(=O)NCc3ccc(Cl)cc3)ccc12
→ -38	8
CCOC(=O)C1CCN(C(c2cc3cc(C)cc(C)c3[nH]c2=O)c2nnnn2C(C)(C)C)CC1 (stereo unspecified)
→ 7	12
O=C(CSc1nc(-c2cccs2)cc(C(F)(F)F)n1)Nc1cccnc1
→ -8	10
Cc1ccccc1OCc1nnc(SCC(=O)N2C(C)CCCC2C)o1 (stereo unspecified)
→ -22	10
COCc1nnc(NC(=O)C2CC(=O)N(c3ccc(C)cc3)C2)s1 (stereo unspecified)
→ 4	9
Oc1ccc(CNc2cccc(C(F)(F)F)c2)c2cccnc12
→ 40	8
CC(=O)c1cccc(NC(=O)COC(=O)c2c3c(nc4ccccc24)CCCC3)c1
→ -82	11
CCCc1c(O)nc(SCC(=O)Nc2ccccc2OC)[nH]c1=O
→ -3	13
CCOc1ccccc1NC(=O)CN1CCC(C(=O)c2ccc(C)cc2)CC1
→ 0	15
COc1cc(OC)cc(C(=O)Nc2ccc(S(=O)(=O)Nc3ccccn3)cc2)c1
→ -1	22
Cc1cc2cc3c(cc2nc1SCC(=O)c1ccccc1F)OCCO3
→ 72*	19
CCOCCCNc1nc2c(c(=O)[nH]c(=O)n2C)n1CCOCC
→ -64	7
NC(=O)CSc1nnc(C2CCCCC2)n1-c1ccccc1
→ -2	13
S=C(c1ccc(C(=S)N2CCOCC2)cc1)N1CCOCC1
→ -34	12
O=C(CSc1nnc(NC(=O)C23CC4CC(CC(C4)C2)C3)s1)NC1CCCCC1
→ -73	33
COc1ccc2[nH]c(=O)c(C(c3nnnn3Cc3ccc(F)cc3)N3CCOCC3)cc2c1 (stereo unspecified)
→ -7	7
CCOC(=O)C1CCN(C(=O)CN(c2ccc(OC)cc2)S(C)(=O)=O)CC1
→ -25	6
CCCNC(=S)N(CCCN(C)C)Cc1cc2cc3c(cc2[nH]c1=O)OCCO3
→ -27	7
O=C(O)c1c[nH]c2cc(OCc3ccccc3)ccc2c1=O
→ 20	18

Whole records, looked up by structure. Values in the order: EP2 modulator	PGE2 EP2 inh
`Cc1ccccc1OCc1nnc(SCC(=O)N2C(C)CCCC2C)o1` (stereo unspecified) as listed: -22	10
`CCc1nnc(NC(=O)CSc2nnc(C(C)C)n2CCOC)s1` as listed: 17	9
`N[C@@H](CSC1(c2ccc(Cl)cc2)c2ccccc2-c2ccccc21)C(=O)O` as listed: 5	44*
`COc1ccc(OC)c(NS(=O)(=O)c2ccc3c(c2)oc(=O)n3C)c1` as listed: 1	11
`CC(=O)Nc1ccc(OC(=O)c2ccccc2O)cc1` as listed: 14	10

Next section:
Each structure is followed by: EP2 modulator	PGE2 EP2 inh
CC1=CC=CN2C1=NC(=O)CC2(C)C(=O)N(CC(=O)NC1CCCC1)Cc1ccc(Cl)cc1 (stereo unspecified)
→ 5	6
CCc1cc2c(C)ccc(C)c2nc1SCC(=O)NNC(C)=O
→ 16	13
CC(C)NC(=O)c1ccc2snnc2c1
→ -17	14
CCOC(=O)C1=C(C)NC(=O)NC1c1ccc(OC)c(O)c1 (stereo unspecified)
→ 13	10
O=C(CSc1nnc2n(Cc3ccccc3F)c3ccccc3n12)c1ccc2c(c1)OCCO2
→ 26	4
CCc1ccccc1-n1c(SCC(=O)OC)nc2ccccc2c1=O
→ 50	3
Cc1cc(=O)n(-c2ccccc2)n1C
→ 19	12
CCCCCCCC/C=C/CCCCCCCCOP(=O)([O-])OCC[N+](C)(C)C
→ -15	12
COCCNC(=O)CN1C(=O)C(C(C)C)Oc2ccccc21 (stereo unspecified)
→ 1	8
CCOC(=O)C1=C(C)OC(N)=C(C#N)C1c1ccc(OC)c(OC)c1OC (stereo unspecified)
→ 5	11
COc1cc(C2C3=C(CCCC3=O)NC3=C2C(=O)CCC3)ccc1OCc1ccccc1
→ -21	10
Cc1cccc2cc(C(c3nnnn3C3CCCC3)N3CCN(c4ccc(F)cc4)CC3)c(=O)[nH]c12 (stereo unspecified)
→ -2	6
Cc1cccc(Cn2cnc3sc(C(N)=O)c(C)c3c2=O)c1
→ -74	9
C=CCNc1nc(Nc2cc(Cl)ccc2OC)nc(N2CCOCC2)n1
→ 56	14
Cc1c(Cl)cccc1NC(=O)CSc1nncn1-c1cccnc1
→ -5	14
CC1(C)S[C@@H]2[C@H](NC(=O)COc3ccccc3)C(=O)N2[C@H]1C(=O)O
→ 19	20
Cn1c(=O)c2c(nc(SCC(=O)NCc3ccccc3)n2C)n(C)c1=O
→ -10	18
COc1cccc(C2(NC(=O)c3c(-c4ccncc4)noc3C)CCCC2)c1
→ -5	7
O=C(c1cn(CCOc2ccccc2F)c2ccccc12)C1CC1
→ -60	7
COc1ccc(NC(=O)C2CCCN(c3ncccn3)C2)c(OC)c1 (stereo unspecified)
→ 9	11
Cc1ccc(C2(O)CCN(Cc3cnn(-c4ccccc4)c3)CC2)cc1
→ -61	3
Cc1cc(C2C(C#N)=C(N)Oc3n[nH]c(C)c32)ccc1N1CCCC1 (stereo unspecified)
→ -71	11
O=C1CCc2cc(S(=O)(=O)NC3(c4ccccc4)CCCC3)ccc2N1
→ -59	5
O=C(NC1CCCCC1)N1CCC(n2cnc3cc(F)ccc32)CC1
→ -3	11
CCCn1c(=O)c(C(=O)NCCN2CCNCC2)c(O)c2ccccc21
→ -30	10
COc1ccccc1C1(O)CCN(CC(O)c2ccc(C(C)(C)C)cc2)CC1 (stereo unspecified)
→ -79	9
COC(=O)C1CC23C=CNC4CCC5(c6ccccc6NC15C2C)C43 (stereo unspecified)
→ -34	12
OCCCc1nc2ccccc2n1Cc1ccc(F)cc1
→ -12	5
O=C(CCN1C(=O)/C(=C/c2ccc3c(c2)OCO3)SC1=S)Nc1ccccc1Cl
→ -2	9
Cc1cccc2cc3c(N)c(C(=O)NCc4ccc5c(c4)OCO5)sc3nc12
→ -78	32
CNc1ncc(CN(Cc2ccc(F)cc2)C2CC(C)(C)NC(C)(C)C2)cn1
→ -49	7
COc1ccc(NC(=O)COC(=O)C2CC(=O)N(c3ccc(OC)cc3)C2)cc1 (stereo unspecified)
→ -3	6
CCOC(=O)C(=O)Nc1sc(C(=O)Nc2cccc(Cl)c2)c(C)c1C(=O)OC
→ -2	7
